Abeta yeast res: compounds reversing amyloid beta toxicity in yeast; Potency, µM (titrated, usually from 46.1 µM), without a hit: at the top dose growth rescue, most hits filed as activators; yeast expressing A-beta42, growth rescue, OD600, 48 h; response scale: 0% DMSO, 100% iron-clioquinol control; actives 0.063% (n = 410,000); AID 1347071; also: potency is read from the fitted curve at half-maximal effect; nearly all actives have a fitted effect of over 55% in size
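Yeast A-beta toxicity model in growth medium with pinned compounds, 48 h at 30 C; growth read as absorbance at 600 nm. Normalized to FeCl3/clioquinol equimolar mix (positive) and DMSO (negative).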
EPAC2 antag: blocks human EPAC2 exchange factor; Q8WZA2; Potency, µM (doses to about 114 µM), inactives show top-dose activity, negative = inhibition, actives largely listed as inhibitors; actives 0.18% (n = 360,000); EPAC2 GEF exchange of Rap1B-BODIPY-GDP, fluorescence; also: potency is read from the fitted curve at half-maximal effect; % is scaled to controls: 0 for no effect and ±100 for the full control effect; nearly all actives have a fitted effect of over 45% in size; many of its hits are not listed in these tables
aSyn yeast inh: inhibitors of alpha-synuclein toxicity in yeast | Yeast expressing alpha-synuclein, growth rescue, BacTiter-Glo, 24 h | Potency, µM (titrated, usually from 46.1 µM), without a hit: top-dose growth rescue (activation), actives largely listed as activators | actives 0.14% (n = 370,000) | AID 652106; also: potency is read from the fitted curve at half-maximal effect; % of control where 0% means no effect; nearly all actives have a fitted effect of over 65% in size
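Readout is rescue of growth in alpha-synuclein-expressing yeast, so inhibitors of toxicity appear as activators. Growth after 24 hr at 30 deg C in galactose medium is quantified by luminescence.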
EPAC2 ag: EPAC2 (human) agonism; Q8WZA2; EPAC2 activation, biochemical qHTS; response scale: 100% = 6.5 mM cAMP response; Potency, µM (titrated, usually from 154 µM), for the others: top-dose activation, actives largely listed as activators; actives 0.079% (n = 360,000); AID 720711; also: potency is read from the fitted curve at half-maximal effect; nearly all actives have a fitted effect of over 50% in size
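Nucleotide exchange monitored as fluorescence drop when BODIPY-GDP leaves Rap1B. Reaction: 100 nM EPAC2, 250 nM RAP1B-BODIPY-GDP, 50 uM GDP, room temperature, kinetic read over 30 min. Activity expressed relative to 6.5 mM cAMP.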
TDP-43 yeast inh: TDP-43 toxicity inhibition in yeast. TDP-43 expressing yeast growth rescue, BacTiter-Glo, 24 h. Potency, µM (highest dose often 46.1 µM), inactives show top-dose growth rescue (activation), hits mostly activators. actives 1.8% (n = 410,000). AID 652104; also: potency is read from the fitted curve at half-maximal effect; % of control where 0% means no effect; nearly all actives have a fitted effect of over 50% in size
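Luminescence from BacTiter-Glo reports growth of TDP-43-expressing yeast after 24 hr at 30 deg C with compound. Cells were raffinose-pregrown to mid-log, then seeded in galactose medium at OD600=0.02.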
FUS suppressor: FUS proteinopathy suppression in yeast; S. cerevisiae FUS-expressing, growth rescue, OD600, 24 h; Potency, µM (top dose mostly 76.6 µM), inactives show at the top dose growth rescue (activation), actives largely listed as activators; actives 0.24% (n = 390,000);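 also: potency is read from the fitted curve at half-maximal effect; plate controls were DMSO vehicle for no effect and reference control for full effect; nearly all actives have a fitted effect of over 55% in size; some results filed as inactive show a strong effect at the top dose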
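Galactose (2%) drives FUS expression in yeast precultured in raffinose; seeding density OD 0.005. Test compounds incubated 24hr at 30C and 99% humidity before absorbance at 600 nm was measured.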
D3 antag: blocks the human D3 dopamine receptor; max response, negative = inhibition, %; actives 2.5% (n = 360,000); AID 652054; D3R cells, DiscoveRx beta-arrestin luminescence, antagonist mode; hits give low values; in the data active = max response below about -50%; inconclusive = no clear call, values can overlap the other calls; also: % is scaled to controls: 0 for no effect and ±100 for the full control effect; mostly tested at two doses, the higher about 12 µM
Target sequence (P35462 whole entry, looked up): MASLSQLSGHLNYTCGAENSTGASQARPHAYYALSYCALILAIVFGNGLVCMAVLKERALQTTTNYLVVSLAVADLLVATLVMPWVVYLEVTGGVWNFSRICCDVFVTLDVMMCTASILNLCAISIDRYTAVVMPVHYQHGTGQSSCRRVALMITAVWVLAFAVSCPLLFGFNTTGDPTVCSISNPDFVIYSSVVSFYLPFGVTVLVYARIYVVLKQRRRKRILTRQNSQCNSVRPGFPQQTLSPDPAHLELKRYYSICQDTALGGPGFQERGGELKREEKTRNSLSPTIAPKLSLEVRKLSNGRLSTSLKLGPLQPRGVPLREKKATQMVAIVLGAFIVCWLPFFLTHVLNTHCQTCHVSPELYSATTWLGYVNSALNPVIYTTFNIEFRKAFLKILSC
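Cells plated overnight at 1500 cells/well, then exposed to library compounds with dopamine controls for 90 minutes at 37 degrees C. DiscoveRx reagent added for 30–60 minutes at room temperature; luminescence read, quantitative HTS format.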
D3 ag: activates the human D3 dopamine receptor. actives 0.58% (n = 410,000). P35462. D3R DiscoveRx beta-arrestin cells, luminescence, 90 min. max activation, %; in the data active = max activation above about 30%; also: 0% is about no effect; mostly tested at two doses, the higher about 12 µM
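Agonist mode: compounds and dopamine controls were applied to plated cells for 90 min at 37 degrees C after an overnight attachment at 1500 cells/well. Luminescent read-out followed 30 - 60 minutes at room temperature with DiscoveRx detection reagent.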
Numbers without * were called inactive; ? = inconclusive; / = not tested or not shown; [ ] = remark or other dose. Unless noted, calls follow the shape of the dose curve; as a rule, active = well fitted curve in the direction sought with a large enough effect; inconclusive = small, poorly fitted or top-dose-only effect, or another doubt; inactive = no such curve, though single readings can be large; an effect the other way counts as inactive or inconclusive. Some of the compounds tested; count on the stated rates, not on these rows.

cpd | SMILES | Abeta yeast res | EPAC2 antag | aSyn yeast inh | EPAC2 ag | TDP-43 yeast inh | FUS suppressor | D3 antag | D3 ag
1 | O=C(Nc1cccc2ccccc12)c1csc([C@@H]2O[C@H](CO)[C@@H](O)[C@H]2O)n1 | -7% | 3% | -3% | 7% | 25% | 1% | 3 | -2
2 | COc1ccc(NC(=O)c2cc3ccccc3o2)cc1OC | -2% | -3% | 2% | 0% | 13µM* | -6% | 20 | -10
3 | CCOC(=O)c1ccc(N2C(=O)c3n[nH]c(-c4cccs4)c3C2c2cccc(O)c2)cc1 (stereo not given) | -6% | / | / | / | -10% | -19% | / | -27
4 | CC(=O)Nc1cccc(OCC(=O)Nc2ccc(F)cc2)c1 | 11% | -3% | 2% | -2% | 12% | 12% | 0 | -4
5 | CN(C)c1ccc(NC2=C(Cl)C(=O)c3ccccc3C2=O)cc1 | -31%[inhibitor] | -14% | -1% | 4% | 16%[9.22 µM] | 7% | -93* | -21
6 | CCOC(=O)C1=C(C)NC(c2cccs2)C(=O)N1 (stereo not given) | -10% | -2% | 0% | 1% | -17% | 7% | -4 | 2
7 | COc1ccc(OC)c(-c2nc(C(=O)NC3CCN(Cc4ccccc4)CC3)cc3c2[nH]c2ccccc23)c1 | -3% | -2% | 0% | 1% | 5% | 18% | -125* | -60
8 | CC1(C)Cc2nc(Cl)c(C#N)cc2CO1 | -5% | -2% | -5% | 13% | -18% | 32% | -11 | -19
9 | COc1ccc(C(C(=O)NC2CCCC2)N(C(=O)c2ccco2)c2cc3c(cc2C(C)=O)OCO3)cc1OC (stereo not given) | -10% | 3% | -4% | 12% | -12% | 11% | -5 | -32
10 | COC(=O)CSc1cc(C(=O)c2nccn2C)c2ccccc2n1 | -7% | -4% | 3% | 13% | 30% | 19% | -11 | 1
11 | CCCCCC(=O)Nc1ccc(-c2nnc3n2CCCCC3)cc1 | 4% | -2% | 2% | -2% | -6% | 2% | 7 | 10
12 | CC(C)n1c(=O)[nH]c2ccccc21 | 2% | 0% | -3% | 6% | -15% | 4% | 5 | -4
13 | COc1ccc(CNC(=S)Nc2cccc(C)c2C)cc1 | 19% | -1% | 3% | -14% | ? | -7% | 20 | 5
14 | CCCCCc1ccc(OCCCC[n+]2ccccc2)c(CCCCC)c1 | -79%[inhibitor] | -3% | -38%[inhibitor] | 4% | ? | 34% | -10 | 0
15 | CCCc1cc(=O)n2[nH]c(C)nc2n1 | -3% | 17% | -13% | 4% | 11% | 3% | 2 | 0
16 | COc1ccc(S(=O)(=O)c2c(N)n(Cc3ccco3)c3nc4ccccc4nc23)cc1 | 3% | 0% | 6% | 6% | 0% | ? | -71* | -4
17 | COC(=O)CN1C(=S)N(c2ccc(Cl)cc2)C(=O)C1CC(=O)Nc1ccc(F)cc1 (stereo not given) | ? | -15% | 16% | -22% | -7% | / | -8 | -6
18 | Cn1nc(C(C)(C)C)cc1C(=O)N1CCCCC1c1cc(C(=O)Nc2cccc(C#N)c2)no1 (stereo not given) | -3% | -10% | 0% | 3% | 19% | ? | 38 | 8
19 | CCCC(=O)N(Cc1cc(=O)[nH]c2ccccc12)c1ccc(C)cc1 | -11% | 1% | -4% | 3% | -7% | 39% | -2 | -2
20 | O=C(CN1C(=O)C(=O)N(CCC2=CCCCC2)C1=O)c1c[nH]c2ccccc12 | 21% | -21% | -10% | -1% | 17% | 17% | -52* | 2
21 | Cc1ccc(S(=O)(=O)c2nnn3c2nc(N2CCN(c4ccc(F)cc4)CC2)c2cc(Cl)ccc23)cc1C | -17% | / | / | / | 9% | -14% | / | 3
22 | COC(=O)c1ccc(CN2CCCC(C(=O)Nc3cccc(-n4cnnn4)c3)C2)cc1 (stereo not given) | 1% | -3% | 3% | -3% | 18% | / | 4 | -28
23 | Cc1ccc(C(=O)Nc2ccc(-c3csc(C)n3)cc2)cc1 | 17% | -2% | -2% | 11% | 5% | 5% | -15 | -5
24 | O=C(NCc1ccc(Cl)cc1)c1ccncc1 | 1% | 1% | 3% | 7% | 20% | -2% | 18 | 7
25 | CCOC(=O)c1nn(-c2cccc(OC)c2)c2nc(Nc3ccccc3)cc(=O)n12 | -12% | 20% | -3% | 1% | -18% | / | 48 | -6
26 | Cc1ccc(C)c(NC(=S)N/N=C/C(C)c2ccccc2)c1 (stereo not given) | 12% | -2% | 4% | -3% | 9% | -1% | 1 | 6
27 | O=C(CCSCc1ccc(Cl)cc1)NCc1ccco1 | 8% | 0% | 1% | -1% | 21% | 16% | 1 | -8
28 | O=C(NNC(=S)Nc1ccccc1)NNC(=S)Nc1ccccc1 | -2% | 1% | -6% | 11% | -7% | 18% | -70* | -4
29 | CCCCCCn1c(CN2CCCC(C)C2)nc2c1c(=O)n(C)c(=O)n2C (stereo not given) | 9% | 0% | -1% | -5% | 1% | -10% | 22 | 1
30 | CCOC(=O)c1c(C)[nH]c(C(=O)COC(=O)c2ccccc2NC(=O)c2ccco2)c1C | 8% | -4% | 2% | 6% | 7% | 35% | 4 | 6

Three compounds from above, reduced to FUS suppressor and Abeta yeast res.
| nr | SMILES | FUS suppressor | Abeta yeast res |
| --- | --- | --- | --- |
| 29 | CCCCCCn1c(CN2CCCC(C)C2)nc2c1c(=O)n(C)c(=O)n2C (stereo not given) | -10% | 9% |
| 13 | COc1ccc(CNC(=S)Nc2cccc(C)c2C)cc1 | -7% | 19% |
| 12 | CC(C)n1c(=O)[nH]c2ccccc21 | 4% | 2% |

The list continues.
cpd | SMILES | Abeta yeast res | EPAC2 antag | aSyn yeast inh | EPAC2 ag | TDP-43 yeast inh | FUS suppressor | D3 antag | D3 ag
31 | COc1ccc(NC(=O)Cn2c(=O)n(Cc3ccco3)c(=O)c3sc4ccccc4c32)cc1OC | -7% | / | / | / | 2% | ? | / | -13
32 | Cc1cc(C(=O)Nc2ccccc2C(=O)O)ccc1NC(=O)COc1cccc([N+](=O)[O-])c1 | -3% | -1% | 3% | 3% | -7%[9.22 µM] | -13% | 23 | 4
33 | Cc1cc(C)n2nc(SCC(=O)c3c(N)n(CC(C)C)c(=O)n(C)c3=O)nc2n1 | -18% | 5% | 4% | -3% | -6% | -11% | 24 | 4
34 | CCOc1ccc(-n2nnc3c(=O)n(CC(=O)NCc4ccco4)cnc32)cc1 | -10% | -9% | -5% | 2% | -26% | 30% | -5 | -22
35 | O=C(CN1C(=O)c2ccccc2C1=O)Nc1sc2c(c1C(=O)NCC1CCCO1)CCC2 (stereo not given) | -8% | 8% | -2% | 8% | -26% | 12% | ? | -1
36 | CCCCCN(C(=O)CCC(=O)OC(C)C(=O)c1ccc(Cl)cc1)c1c(N)n(CCCC)c(=O)[nH]c1=O (stereo not given) | 0% | -23% | 1% | -17% | -4% | 32µM* | -19 | -14
37 | CC(C)=C(c1ccc(Cl)cc1)c1c(N)ncnc1N | 3% | -6% | -2% | -1% | 7% | -8% | 10 | 9
38 | Cc1cccc(C(=O)NCC(c2ccco2)S(=O)(=O)c2cccs2)c1 (stereo not given) | -10% | / | / | / | 0% | -2% | / | 6
39 | COc1ccc(N2CCN(C(=O)CSc3nnc(C4CC4)n3C3CC3)CC2)cc1 | 0% | 1% | ? | 4% | 13% | 6% | 16 | 11
40 | CCOC(=O)N1CCN(S(=O)(=O)c2ccc3c(c2)CCN3C(=O)C2CCC2)CC1 | -11% | 1% | -4% | 2% | -3% | 2% | 62 | 0
41 | COc1cc(OC)cc(C(=O)NCC(=O)NC(C)CCc2ccccc2)c1 (stereo not given) | -12% | 0% | -2% | 5% | 6% | 19% | -21 | -12
42 | COc1ccc(/C=N\NC(=O)c2ccccc2Br)cc1COc1c(F)c(F)cc(F)c1F | 4% | -20% | 3% | 5% | 19% | / | 8 | 28
43 | Cc1ccc(S(=O)(=O)N2CCCCC2)cc1C(=O)N(C)CC(=O)Nc1ccc(Cl)c(C(F)(F)F)c1 | 32% | -10% | 5% | -1% | 6% | 1% | ? | -5
44 | Cc1nc2cc(NC(=O)c3ccc(Br)s3)ccc2s1 | -9% | -1% | -13% | 2% | 8% | 10% | 1 | 3
45 | CCN(CC(=O)Nc1ccc(NC(C)=O)cc1)C(=O)/C=C/c1ccccc1 | -3% | -1% | -7% | 1% | -4% | 13% | ? | -4
46 | Cc1ccc(NC(=O)CN(C)CC(=O)Nc2ccc(N3CCOCC3)cc2)c(C)c1 | -10% | 17% | 2% | -3% | 16% | 18% | 21 | 4
47 | CCN(CC)C(=O)CN1C(=O)COc2ccc(S(=O)(=O)N3CCOCC3)cc21 | -4% | / | / | / | 12% | -27% | / | 10
48 | CCC(C)NS(=O)(=O)c1ccc(NC(=O)C2CCCO2)cc1 (stereo not given) | -4% | -5% | 1% | -5% | 15%[9.22 µM] | 10% | 5 | 10
49 | CC(=O)Nc1cccc(C(=O)NC(C)c2ccc(S(N)(=O)=O)cc2)c1 (stereo not given) | 12% | 2% | -1% | 3% | 0% | 23% | 13 | 6
50 | CC(C)C(=O)Nc1ccc(C(=O)NNC(=O)NC2CCCCC2)cc1 | -8% | 16% | -27% | 13% | -4% | 15% | -12 | -10
51 | CCOC(=O)c1sc(NC(=O)c2ccoc2C)c(C(N)=O)c1C | -8% | -1% | 0% | 3% | 8% | 20% | 7 | 1
52 | O=C(O)c1ccccc1-c1cn2cc(Cl)ccc2n1 | 2% | -2% | -1% | 11% | 0% | -20% | 1 | 5
53 | Cc1c(Cl)cccc1NC(=O)Cn1c(=O)n(Cc2ccco2)c(=O)c2sc3ccccc3c21 | -18% | / | / | / | -13% | -3% | / | -8
54 | O=C(Nc1ccc(Cl)cc1Cl)c1ccc(Br)o1 | -7% | 8% | -1% | 0% | 13% | -3% | 11 | 5
55 | CS(=O)(=O)N(CC(=O)N1CCN(Cc2ccccc2)CC1)c1ccccc1F | -22% | 0% | -1% | 2% | -18% | 15% | -22 | -7
56 | COc1ccccc1CNC(=O)C1CCCN(S(C)(=O)=O)C1 (stereo not given) | 2% | 8% | -9% | 1% | -4% | -1% | 14 | 9
57 | COc1ccc(CCc2nnc(CCC(=O)NCc3cc(C(C)C)no3)o2)cc1 | -16% | 10% | 0% | 5% | -14%[0.397 µM] | -3% | 5 | -5
58 | O=C(c1cccc(Cl)c1)N1CCCC(c2ccc(Cl)cc2)=N1 | -5% | -10% | -24% | 19% | -14% | 11% | 13 | 3
